SNCA expr inh: SNCA gene expression inhibition. AID 1671194. Potency, µM (top dose mostly 57.2 µM), for the others: at the top dose activity change, negative = inhibition, most hits filed as inhibitors. HEK-293 SNCA-luciferase knock-in, luminescence, 24 h. 140,000 compounds, 0.17% hits;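 further: potency means the concentration at half of the fitted maximal effect; plate controls were DMSO cells for no effect and cell-free wells for full effect; nearly all actives have a fitted effect of over 45% in size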
FLuc inh: Photinus pyralis luciferase inhibition. 76,000 compounds, 2.5% hits. purified P. pyralis luciferase, luminescence, biochemical. AID 1347043. P08659. Potency, µM (top dose mostly 115 µM), without a hit: at the top dose activity change, negative = inhibition, most hits filed as inhibitors; further: potency means the concentration at half of the fitted maximal effect; nearly all actives have a fitted effect of over 65% in size
Target sequence (P08659 whole entry, looked up): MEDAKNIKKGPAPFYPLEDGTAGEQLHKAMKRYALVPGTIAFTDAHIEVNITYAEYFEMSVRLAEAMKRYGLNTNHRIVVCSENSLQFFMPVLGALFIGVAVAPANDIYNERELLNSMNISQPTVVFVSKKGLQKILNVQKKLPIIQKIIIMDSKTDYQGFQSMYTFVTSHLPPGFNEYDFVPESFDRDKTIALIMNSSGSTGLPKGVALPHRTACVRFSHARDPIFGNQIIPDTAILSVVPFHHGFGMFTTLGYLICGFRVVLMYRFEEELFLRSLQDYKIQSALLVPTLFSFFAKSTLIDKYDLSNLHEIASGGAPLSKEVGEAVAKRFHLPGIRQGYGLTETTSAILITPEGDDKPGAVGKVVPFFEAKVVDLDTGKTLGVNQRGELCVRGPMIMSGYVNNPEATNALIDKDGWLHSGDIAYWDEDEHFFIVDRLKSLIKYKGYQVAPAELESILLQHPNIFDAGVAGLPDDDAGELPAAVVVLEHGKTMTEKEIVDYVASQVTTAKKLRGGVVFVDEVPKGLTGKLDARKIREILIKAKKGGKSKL
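Luminescence read by CCD imager after adding enzyme (10nM final) to wells holding compound, titrated in qHTS. Substrates 10uM each D-luciferin and ATP; buffer 50mM Tris acetate pH 7.5, 10mM Mg acetate, Tween-20, BSA.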
HEK293 viab: counter-screen for SNCA expression inhibitors: cell viability. 150,000 compounds, 0.12% hits. Potency, µM (highest dose often 57.1 µM), for the others: top-dose activity change, negative = cytotoxicity, actives largely listed as cytotoxic. HEK-293-SNCA-luc viability, GF-AFC fluorescence, 24 h;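 further: potency means the concentration at half of the fitted maximal effect; 0% = DMSO-treated cells and -100% = medium-only wells without cells; nearly all actives have a fitted effect of over 30% in size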
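HEK-293-SNCA-luc cells (1500/well) plated 24 h, then exposed 24 h to a dilution series; GF-AFC added 30 min at 37C, fluorescence 405/540 nm; normalised to medium-only and DMSO wells, Hill fit.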
HEK cytotox: kills HEK 293 cells. HEK 293 viability, ATP luminescence (CellTiter-Glo), 48-72 h. Potency, µM (series often up to 115 µM), inactives show at the highest dose activity change, negative = cytotoxicity, most hits filed as inhibitors. 94,000 compounds, 6.6% hits. AID 1345083; further: potency means the concentration at half of the fitted maximal effect; nearly all actives have a fitted effect of over 60% in size
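Read-out: CellTiter-Glo ATP luminescence. Cells: HEK 293, 250 cells/well. Exposure: 48 or 72 hr, 37 degree Celsius.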
NIH3T3 tox: NIH 3T3 cell cytotoxicity | AID 1345082 | NIH 3T3 viability, CellTiter-Glo ATP luminescence, 48-72 h | 94,000 compounds, 4.3% hits | Potency, µM (highest dose often 96.7 µM), without a hit: top-dose activity change, negative = cytotoxicity, most hits filed as inhibitors; further: potency means the concentration at half of the fitted maximal effect; nearly all actives have a fitted effect of over 55% in size
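First NIH 3T3 cells are plated at 400 cells/well; next compound is pinned in; then plates incubate 48 or 72 hr at 37 °C; finally CellTiter-Glo is added and luminescence read after 10 min.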
GPT2 inhibitor: blocks human glutamate pyruvate transaminase 2; Recombinant GPT2, coupled pyruvate oxidase/HRP Amplex Red fluorescence; Potency, µM (series often up to 57.7 µM), inactives show top-dose activity change, negative = inhibition, most hits filed as inhibitors; Q8TD30; 100,000 compounds, 0.25% hits; further: potency means the concentration at half of the fitted maximal effect; nearly all actives have a fitted effect of over 60% in size; many of its hits are not listed in these tables
Target sequence (Q8TD30 whole entry, looked up): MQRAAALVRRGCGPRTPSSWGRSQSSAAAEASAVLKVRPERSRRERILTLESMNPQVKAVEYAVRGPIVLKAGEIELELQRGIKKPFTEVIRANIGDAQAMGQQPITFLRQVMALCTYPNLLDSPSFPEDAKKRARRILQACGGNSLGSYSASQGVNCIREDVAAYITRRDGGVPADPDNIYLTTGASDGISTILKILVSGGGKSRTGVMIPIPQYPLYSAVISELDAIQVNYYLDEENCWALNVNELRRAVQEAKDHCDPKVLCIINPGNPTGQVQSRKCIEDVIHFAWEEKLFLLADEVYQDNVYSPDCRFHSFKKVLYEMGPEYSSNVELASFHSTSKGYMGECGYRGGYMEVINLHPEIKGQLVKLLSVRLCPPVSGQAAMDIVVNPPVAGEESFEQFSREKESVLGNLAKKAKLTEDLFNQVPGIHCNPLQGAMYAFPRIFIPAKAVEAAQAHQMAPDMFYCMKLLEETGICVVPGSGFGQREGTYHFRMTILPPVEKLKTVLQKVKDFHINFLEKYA
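Inhibition is scored from Amplex Red fluorescence generated when pyruvate oxidase and HRP act on pyruvate released by GPT2. Reactions contain 10ng/uL enzyme, 250uM a-KG and 2mM L-alanine and run 30 min at room temperature.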
IP6K1 inh: blocks human inositol hexakisphosphate kinase 1. IP6K1 kinase, ADP-Glo luminescence, 2 h; hits give low values. activity change, % (series mostly up to about 58 µM). 140,000 compounds, 0.81% hits. Q92551; in the data active means activity change below about -25%
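ADP-Glo luminescence measures ADP made by human IP6K1 during a 2 h RT reaction with ATP/IP6 (mix at 1.3 mM/130 uM); top library doses 57.5 and 19.1 uM final.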
* marks the source's active call; other numbers are inactive results; i = inactive; ? = inconclusive; / = not tested or not shown; [ ] = remark or other dose. Unless noted, the call rests on the fitted dose curve; in most records, active means well fitted curve in the direction sought with a large enough effect; inconclusive means small, poorly fitted or top-dose-only effect, or another doubt; inactive means no such curve, though single readings can be large; an effect the other way counts as inactive or inconclusive. Unless noted, on the % scale 0 is the no-effect control and ±100 the full control effect. A portion of the library, so the mix of outcomes need not match the whole.

SMILES | SNCA expr inh | FLuc inh | HEK293 viab | HEK cytotox | NIH3T3 tox | GPT2 inhibitor | IP6K1 inh
Cc1oc2ccc(O)c(CN(C)Cc3ccccc3)c2c1C(=O)Nc1cccc(C(F)(F)F)c1 | ? | / | -20% | / | / | / | -14
O=C(CCc1ccccc1)N1CCC(O)(c2csc(CN3CCc4ccccc4C3)n2)CC1 | -7% | -7% | 8% | ? | ? | 3% | 1
Cc1ccc2c(=O)cc(C(=O)Nc3sc4c(c3C(=O)NCC3CCCO3)CCCC4)oc2c1C (stereo not given) | -12% | / | -6% | / | / | / | 3
CCN1C(=O)Cc2ccccc2C1C(=O)NCc1cccc(F)c1 (stereo not given) | -15% | 0% | -9% | -20% | -32% | ? | -3
O=C(NC1CCCC1)c1ccc2c(c1)N(S(=O)(=O)c1ccccc1)CC2 | -8% | -8% | -4% | ? | ? | -2% | 4
CCCCC(=O)O[C@]1(C(=O)CO)CC[C@H]2[C@@H]3CCC4=CC(=O)CC[C@]4(C)[C@H]3[C@@H](O)C[C@@]21C | 20%[25.6 µM] | / | 3%[23.9 µM] | / | / | i | 9
COCCNC(=O)[C@@H]1C[C@H](Oc2cccnc2)CN1C(=O)c1ccc(OC)cc1OC | -7% | 5% | ? | i | -6% | -4% | 0
Cc1cc(C(=O)N2CCCCC2)c2c(C3CCNC3)noc2n1 (stereo not given) | 7% | / | 1% | i | i | -24% | 1
CCc1ccc(NC(=O)N2CCCC(c3noc(COc4ccccc4)n3)C2)cc1 (stereo not given) | 26% | 1.4µM* | 5% | ? | ? | i | 2
CC(C)(C)C1CCC2(CC1)NC(=O)N(CC(=O)N1CCN(c3ccc(F)cc3)CC1)C2=O (stereo not given) | ? | -3% | 3% | -23% | ? | 3% | -9
COc1ccc(OC2CCN(C(C)=O)CC2)c(C(=O)N(C)Cc2ccc3nccnc3c2)c1 | 11% | -7% | -1% | 4% | -21% | i | -1
O=C(O)C1=NOC2CN([S+](=O)([O-])CCC(F)(F)F)CC12 (stereo not given) | -4% | / | -8% | i | i | -13% | -3
COc1cccc(C(=O)N2CCC(N3C[C@H](O)C[C@H]3C(=O)Nc3ccccc3OC)CC2)c1 | 6% | 0% | -4% | ? | -11% | i | 10
CC(O)C1CN(C(=O)OC(C)(C)C)CCN1 (stereo not given) | 22%[87.6 µM] | / | 5%[87.6 µM] | i | i | -16%[88.5 µM] | 28
CNC(=O)c1cc(C2CC2)nc2c1c(C1CCCN(C(=O)c3ccc(C(F)(F)F)cc3)C1)nn2C (stereo not given) | / | / | / | ? | ? | / | -4
CC(C)(C(=O)N1CCN(Cc2ccccc2)CC(O)C1)c1ccccc1 (stereo not given) | 5% | -1% | 2% | -20% | -6% | -7%[11.5 µM] | 2
COC(=O)N1CCN(Cc2ccccc2-c2cccnc2)CC1 | 4%[87.6 µM] | / | 9%[12.5 µM] | ? | ? | -9%[88.5 µM] | 13
O=C1NC2(CCN(C(=O)c3ccc(F)cc3)C2)Oc2ccccc21 (stereo not given) | 28%[87.6 µM] | -2%[172 µM] | 6%[87.6 µM] | -25%[172 µM] | -19%[138 µM] | -3%[88.5 µM] | 27
Cc1nc(C2CCCN(C(=O)COC(C)C)C2)cc(N2CCOCC2)n1 (stereo not given) | 11% | 3% | 1% | -2% | 4% | i[11.5 µM] | 23
COc1ncccc1-c1cc(-c2cccnc2)c2cncn2c1 | 23%[87.6 µM] | -21%[172 µM] | -3%[87.6 µM] | ? | ? | -8%[88.5 µM] | -18
O=C(NCCc1ccc(F)cc1)C1CCCCN1Cc1ccc(-c2cccs2)cc1 (stereo not given) | ? | / | 1% | 22µM* | ? | -5% | 6
CN(C)c1ccc(CNC(=O)CN2C(=O)C3CCCCN3c3ccc(C(=O)N4CCCC4)cc32)cc1 (stereo not given) | 10% | / | -5% | / | / | / | -2
O=C([C@@H]1C[C@H](F)CN1S(=O)(=O)Cc1ccccc1Cl)N1CCc2ccccc2C1 | -16% | -13% | ? | -11% | ? | i | -2
CCOC(=O)CN1C(=O)CN(C(=O)COC(C)=O)CCC(OC)c2ccccc21 (stereo not given) | / | / | / | -16% | ? | / | -8
Cc1ccc(NC(=O)N2CCN(c3nnc(C)c4c(C)n(-c5ccccc5)nc34)CC2)c(Cl)c1 | 18% | / | 6% | / | / | / | 17
CC(C)CCNC(=O)CSc1nc2ccccc2nc1Cc1ccc(Cl)cc1 | 7% | / | 7% | / | / | / | 0
COC[C@@H]1CN(Cc2cccnc2)C[C@H]1c1nc(C)no1 | 2% | -12% | 9% | -1% | -3% | i | -7
COc1ccc(S(=O)(=O)Nc2ccc(C)n(CC(=O)NC(C)C)c2=O)cc1 | -3% | -7% | 1% | -11% | -9% | -1% | 7
CCN(CC)C(=O)Cn1c(=O)n(Cc2ccc(C(=O)NCc3ccc(C)cc3)cc2)c(=O)c2ccccc21 | 16% | / | -17% | / | / | / | 9
Cc1ccc(-c2ccccc2CN2CCC(C(=O)N3CCC(Cc4ccccc4)CC3)CC2)cc1Cl | / | / | / | ? | ? | / | 0

Structures from the list above containing a tert-butyl group (2):
SMILES | SNCA expr inh | FLuc inh | HEK293 viab | HEK cytotox | NIH3T3 tox | GPT2 inhibitor | IP6K1 inh
CC(C)(C)C1CCC2(CC1)NC(=O)N(CC(=O)N1CCN(c3ccc(F)cc3)CC1)C2=O (stereo not given) | ? | -3% | 3% | -23% | ? | 3% | -9
CC(O)C1CN(C(=O)OC(C)(C)C)CCN1 (stereo not given) | 22%[87.6 µM] | / | 5%[87.6 µM] | i | i | -16%[88.5 µM] | 28

(listing goes on)
SMILES | SNCA expr inh | FLuc inh | HEK293 viab | HEK cytotox | NIH3T3 tox | GPT2 inhibitor | IP6K1 inh
COC[C@H]1C[C@@H](NCc2cccc(C(F)(F)F)c2)[C@H](O)[C@@H]1O | -2%[87.6 µM] | -3%[172 µM] | 0%[87.6 µM] | 2%[172 µM] | 3%[138 µM] | -9%[88.5 µM] | -13
Cc1cccc(NC(=O)N2CCC(CCN)CC2)c1 | 18% | -7% | 8% | 5% | i | -8% | 9
Fc1ccc(-c2nnn3c2nc(NCc2ccccc2)c2ccccc23)cc1 | 37%[activator] | / | 12% | / | / | / | -3
O=C(Cn1nc2n(c1=O)CCCC2)NCCc1ccc(Cl)cc1 | -11% | -1% | 3% | 8% | 5% | -4% | 1
O=C(Nc1ccc(OC(F)(F)F)cc1)N1CCOC[C@H](Oc2ccccc2)C1 | ? | -26%[172 µM] | -18%[87.6 µM] | 56µM* | 32µM* | -2%[88.5 µM] | 5
O=C(NCC(=O)N1CCCCC1)c1cccc(-c2ccc(C(F)(F)F)cc2)c1 | 15% | / | 1%[12.5 µM] | ? | ? | -13% | 0
O=C(CCn1ccn2nc3c(c2c1=O)CCCC3)Nc1ccccc1F | -21% | -15% | -7% | -24% | -21% | -6% | 0
COc1ccccc1C(=O)Nc1cc(-c2ccc(C)cc2)no1 | 174%[activator] | / | 8% | / | / | / | -12
CC(C)c1ccc(OCc2nc3c(n2Cc2ccccc2)C(=O)N(CC2CC2)CCN3)cc1 | ? | -11% | -23% | ? | ? | 4% | -19
CCS(=O)(=O)N(C1CC1)C1CCOC2(CCN(C(=O)NCCc3ccccc3)CC2)C1 (stereo not given) | 19% | -12% | 4% | ? | -4% | i | 14
O=C(c1ccccc1)N1CCn2c(nn(-c3ccc(Cl)cc3)c2=O)C1 | 2% | / | 3% | -18% | -16% | i | -2
COc1ccccc1-c1cc(C(=O)NCc2ccccn2)nn2cnnc12 | 27% | / | -18% | -14% | -26% | i | 7
Cc1cccc(Cn2c(-c3ccc(Cl)cc3)nc(C)c(CCO)c2=O)c1 | 0% | -5% | 2% | -1% | -11% | -18% | -1
O=C(NC1CC1)c1ccc2nccn2c1 | 19%[87.6 µM] | / | 4%[87.6 µM] | -8%[230 µM] | -18%[174 µM] | 5%[88.5 µM] | 7
Cc1ccc(OCC(=O)N2CC(c3noc(COc4ccccc4)n3)C2)cc1 | ? | -20% | 11% | ? | ? | -7% | 4
CCCCC1CCN(CCCC(=O)c2ccccc2C)CC1 | / | / | -11% | / | / | 1% | -1
COc1ccc(-c2ccccc2C(=O)N2CCC(NC(=O)c3ccc(Cl)cc3)CC2)nn1 | / | / | / | ? | -27% | / | -4
COc1cc(SC)ccc1C(=O)N[C@H]1CCN2C(=O)N(c3ccc(OC(F)(F)F)cc3)C(=O)[C@@H]2C1 | ? | 3% | -2% | ? | -25% | 4% | -15
COCCCNC(=O)c1cn2cc(-c3cccc(C#N)c3)sc2n1 | -6% | / | 1% | ? | 45µM* | -16% | 13
COCCN1C(=O)c2ccccc2C(C(=O)NCc2ccco2)C12CCCC2 (stereo not given) | 8% | -5% | 23% | 7% | i | 2% | 23
COc1ccc(CNC(=O)C2(c3cccs3)CCOCC2)cc1 | 8% | / | 1% | / | / | / | 1
COc1ccc(C(C)n2c(C)c3c(C)nnc(C)c3c2C)cc1 (stereo not given) | ? | / | -10% | / | / | / | -23
COc1ccccc1-c1nnc2n1C(C(=O)NCc1ccc(F)cc1)CC2 (stereo not given) | 14% | / | 1% | i | 3% | ? | 18
CS(=O)(=O)N1CCC(C2CCN(C(=O)Cc3ccc(F)cc3)C2)CC1 (stereo not given) | ? | -1% | -5%[12.5 µM] | i | 2% | i | 6
COc1ccc(CC(=O)NC[C@@H]2CC[C@H]3C[C@@H]2C3(C)C)cc1 | 88%[activator][87.6 µM] | -17%[172 µM] | -9%[87.6 µM] | ? | ? | 2%[88.5 µM] | 1
O=C(c1ccno1)N1C[C@@H]2OCC(=O)N(CC3CC3)[C@@H]2C1 | -20%[87.6 µM] | -1%[230 µM] | 3%[87.6 µM] | -22%[230 µM] | 2%[230 µM] | i | -1
Cc1nc(-c2cnccn2)n(CC(=O)Nc2ccc(F)cc2)c(=O)c1C | -1% | -3% | -12% | 7% | -6% | -7% | 4
COCCn1c(C)cnc1C1CCN(S(=O)(=O)c2cccc(F)c2)C1 (stereo not given) | -4% | / | 2% | 0% | -14% | i | 10
Cc1ccc(Cl)cc1N1CCN(C(=O)c2ccc3c(c2)N(Cc2ccccc2F)C(=O)c2ccccc2S3(=O)=O)CC1 | -21% | / | 8% | / | / | / | 10
COc1cccc(-c2cc(C(=O)Nc3ccc(F)cc3)[nH]n2)c1 | 177%[activator] | / | -6% | / | / | / | -2
Clc1ccc(CN2CCC[C@H]2c2nc(-c3ccc(N4CCOCC4)nc3)no2)cc1 | 2%[87.6 µM] | ? | -9%[87.6 µM] | 63µM* | ? | -12%[88.5 µM] | 25

Single entries from the entries so far:
Cc1ccc(-c2ccccc2CN2CCC(C(=O)N3CCC(Cc4ccccc4)CC3)CC2)cc1Cl – IP6K1 inh: 0
COC[C@H]1C[C@@H](NCc2cccc(C(F)(F)F)c2)[C@H](O)[C@@H]1O – IP6K1 inh: -13

Assay outcomes deposited in PubChem BioAssay by National Center for Advancing Translational Sciences (NCATS).
